SENP7 inh = inhibitors of human SENP7 protease; recombinant SENP7, Z-RLRGG-aminoluciferin luminescence, 40 min; inhibition, % at 5 µM; 1.5% of 330,000 active; Q9BQF6;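 active means inhibition above about 50% at the single test dose, limit read from the data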;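 further: plate controls were DMSO with enzyme for no effect and no enzyme buffer wells for full effect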
SENP8 block-1 = inhibitors of human SENP8 protease. inhibition, % at 20 µM. AID 602440. 0.64% of 360,000 active. recombinant SENP8, Nedd8 substrate fluorescence. Q96LD8; in the data active means inhibition mostly above about 40%, no sharp cut-off; inactive means mostly below about 27%
SENP1 inh = inhibitors of human SENP1 SUMO protease catalytic domain | recombinant SENP1 catalytic domain, CyPet-SUMO1-YPet FRET cleavage | inhibition, % at 10 µM | 0.21% of 360,000 active | AID 624204;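 active means inhibition at least 30% at 10 µM, raw YFP signal under a set limit, fluorescence ratio 0.5 to 1.5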;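 further: 0% = enzyme with DMSO and 100% = no enzyme wells; some results filed as inactive read as strong as hits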
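Test system: human SENP1 catalytic domain; medium: Tris pH 8 buffer plus EDTA, NaCl, BME, BSA, NP40, catalase; incubation: 50 min reaction at room temperature; technique: FRET, CFP and YFP emission; controls: no-enzyme low control and enzyme-plus-DMSO high control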
MIN6 prolif = induces beta-cell replication in MIN6 cells. MIN6 cells proliferation, ATPlite luminescence, 48 h; cells starved in 0.2% serum; 100% = growth in 10% serum. proliferation, % at 10 µM. 0.29% of 330,000 active;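 active means compounds whose signal lies at least 3.5 SD above the mean of all wells on their plate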;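 further: 0% = DMSO-treated cells in low-serum medium and 100% = 10% serum control; some compounds called inactive have numbers as strong as hits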
HKDC1 inh = inhibitors of human hexokinase HKDC1 | Q2TB90 | recombinant HKDC1, G6PDH/diaphorase resazurin coupled fluorescence | inhibition, % at 20 µM | 0.16% of 340,000 active;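 active means inhibition above about 35% when tested at 20 µM, limit read from the data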;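 further: plate controls were DMSO wells with enzyme for no effect and DMSO wells lacking enzyme for full effect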
Target sequence (Q2TB90 whole entry, looked up): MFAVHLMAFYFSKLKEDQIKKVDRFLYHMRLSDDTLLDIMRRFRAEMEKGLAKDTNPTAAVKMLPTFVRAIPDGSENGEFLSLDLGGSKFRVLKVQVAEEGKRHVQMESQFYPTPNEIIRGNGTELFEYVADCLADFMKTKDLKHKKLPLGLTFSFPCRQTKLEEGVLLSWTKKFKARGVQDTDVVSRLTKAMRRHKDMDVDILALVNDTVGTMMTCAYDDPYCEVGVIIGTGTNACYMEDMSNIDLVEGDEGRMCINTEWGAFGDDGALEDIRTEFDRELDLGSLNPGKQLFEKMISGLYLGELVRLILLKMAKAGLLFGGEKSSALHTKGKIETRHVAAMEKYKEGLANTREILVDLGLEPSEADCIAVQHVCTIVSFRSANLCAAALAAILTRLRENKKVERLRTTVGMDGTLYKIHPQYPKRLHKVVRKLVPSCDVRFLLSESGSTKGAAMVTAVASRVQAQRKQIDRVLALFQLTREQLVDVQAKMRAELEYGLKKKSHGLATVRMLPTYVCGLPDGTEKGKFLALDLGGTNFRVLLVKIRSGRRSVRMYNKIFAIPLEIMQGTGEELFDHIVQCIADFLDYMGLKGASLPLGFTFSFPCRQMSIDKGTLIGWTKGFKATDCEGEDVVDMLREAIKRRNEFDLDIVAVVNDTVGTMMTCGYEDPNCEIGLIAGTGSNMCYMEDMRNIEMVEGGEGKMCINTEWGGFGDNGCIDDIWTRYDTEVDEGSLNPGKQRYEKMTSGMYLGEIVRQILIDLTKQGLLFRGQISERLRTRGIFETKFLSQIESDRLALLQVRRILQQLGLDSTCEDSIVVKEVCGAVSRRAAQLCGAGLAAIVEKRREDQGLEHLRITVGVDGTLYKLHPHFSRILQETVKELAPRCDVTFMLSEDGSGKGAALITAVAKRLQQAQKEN
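test system = in-house recombinant HK5 (HKDC1) enzyme | amount = HKDC1 at 5 µg/mL | control set = DMSO-enzyme wells negative, buffer-substituted wells positive | compound = one dose of 20 µM, 1% DMSO | schedule = reaction time 90 min, room temperature, protected from light | technique = resorufin fluorescence at 613 nm | reagent = glucose with 1 mM ATP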
PfGluPho inh = PfG6PD (Plasmodium falciparum) enzyme inhibition; inhibition, % at 20 µM; 0.78% of 350,000 active; PfGluPho enzyme, NADPH resazurin-diaphorase fluorescence; AID 504690;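 active means inhibition reaching at least a set limit at 20 µM in the primary screen, cut at about 59% in these data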;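 further: 0% = DMSO wells with substrate and 100% = DMSO wells lacking glucose-6-phosphate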
SENP6 block = inhibitors of human SENP6 protease; Recombinant SENP6 catalytic domain, aminoluciferin luminescence; inhibition, % at 10 µM; 1.8% of 330,000 active;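 active means inhibition above about 50% at the single tested dose, limit read from the data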;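 further: plate controls were DMSO wells with enzyme for no effect and DMSO wells lacking enzyme for full effect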
UBC13 polyUb = blocks human UBC13 polyubiquitin chain formation | P61088 | TR-FRET | inhibition, % at 20 µM | 0.47% of 330,000 active | AID 485273; in the data active means inhibition above about 45%, passing the limit was not always enough
Target sequence (P61088 whole entry, looked up): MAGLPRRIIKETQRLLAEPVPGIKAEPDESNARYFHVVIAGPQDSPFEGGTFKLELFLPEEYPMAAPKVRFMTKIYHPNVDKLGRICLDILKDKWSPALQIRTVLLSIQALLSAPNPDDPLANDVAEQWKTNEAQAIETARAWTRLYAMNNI
SENP8 block-2 = inhibitors of human SENP8 protease; Q96LD8; purified SENP8, Z-RLRGG-aminoluciferin cleavage, luminescence; inhibition, % at 10 µM; 1.2% of 330,000 active; AID 2540; in the data active means inhibition above about 50%
* = called active by the depositor; / = no result given.

SMILES	SENP7 inh	SENP8 block-1	SENP1 inh	MIN6 prolif	HKDC1 inh	PfGluPho inh	SENP6 block	UBC13 polyUb	SENP8 block-2
O=C1[C@H](Oc2ccccc2)[C@@H](c2ccccc2)N1c1ccncc1	3	6	4	/	0	21	/	/	/
CCCC(=O)N(c1ccc2oc(C)c(C(C)=O)c2c1)S(=O)(=O)c1ccc(C(=O)O)cc1	4	1	2	0	-6	-8	6	5	5
COc1cccc(CNCc2cccc(OC)c2O)c1O	/	19	3	/	6	-5	/	/	/
O=C(CNC(=O)c1ccccc1Cl)N/N=C/c1ccc([N+](=O)[O-])s1	13	28	-3	-6	-11	23	70*	-22	9
CC1=NN(c2ccccc2)C(c2ccco2)C1 (stereo not drawn)	/	-8	-4	/	-7	-12	/	/	/
O=c1[nH]snc1-c1c(Cl)cccc1Cl	-1	28	-1	-1	-7	-12	-10	-1	-6
COc1ccc(S(=O)(=O)N2CCCCC2)cc1NC(=O)Cn1cnc2c1c(=O)n(C)c(=O)n2C	1	18	3	1	-5	10	7	10	2
Cc1ccnc(SCC(=O)N2CCc3ccccc32)n1	6	4	1	-2	3	-8	-4	7	-9
COC(=O)/C=C/c1ccccc1CN1[C@@H](CC(=O)OC)c2ccccc2S1(=O)=O	-2	15	-2	1	-4	-3	-12	4	-1
CCCCC(=O)N(Cc1nc2sc(C)c(C)c2c(=O)[nH]1)C1CCCC1	-5	-12	-18	2	3	19	8	-9	-5
N#Cc1nc(-c2ccco2)oc1NCc1ccc(F)cc1	-3	-481	-2	0	-5	-4	-21	6	-3
CCN1CCCc2cc(CN(CCN3CCOCC3)C(=S)Nc3cccc(C)c3)ccc21	0	36	-3	-2	-1	15	4	13	6
CCc1ccc(NC(=O)CSc2nnnn2-c2cccnc2)cc1	-7	7	2	3	-6	-13	-9	-8	-9
CCC(C)NC(=O)CN1C(=O)NC2(CCc3ccccc3C2)C1=O (stereo not drawn)	4	12	1	-1	-4	-11	-5	-1	3
O=C(NCCn1cccn1)C1CCC(=O)N(CC2CCCCC2)C1 (stereo not drawn)	4	0	1	3	-5	14	8	4	7
CCOC(=O)N1CCC(Nc2c(-c3ccc(C)c(C)c3)c(=O)c2=O)CC1	4	47*	2	-4	2	4	5	-11	1
Nc1nc(Nc2cccc(Cl)c2)nc(NCCO)c1[N+](=O)[O-]	10	30	-2	0	1	11	-13	7	0
O=c1c2ccccc2[nH]c(=S)n1CCN1CCc2ccccc2C1	2	9	0	-1	16	-15	18	26	3
CCn1c(=O)cc(OCC(=O)NCc2cccs2)c2ccccc21	5	-7	2	-2	-13	0	6	6	15
CCOc1ccc(N=C(NC#N)SCC(=O)NC2CC2)cc1	-3	17	-7	5	-7	-1	-7	3	-3
CC(=O)c1cccc(N=Nc2c(C)[nH]c3ccccc23)c1	0	1	-26	0	4	-2	5	-10	-13
CCOc1c(C)cnc2c1c(=O)n(CC(=O)NCC1CCCO1)c(=O)n2C (stereo not drawn)	-6	-30	-10	-2	-4	13	-23	2	-11
CCn1c(=O)c2ccccc2n2c(SCC(=O)NCc3cccs3)nnc12	7	4	-1	1	-8	-6	3	13	-6
CCOC(=O)c1nn(-c2ccc([N+](=O)[O-])cc2)cc1O	-3	20	2	-1	-4	8	-27	-12	-10
COCCn1c(SC(C)C(=O)Nc2ncc(Cl)cc2Cl)nc2ccccc21 (stereo not drawn)	-3	15	1	-1	13	3	-14	1	2
COc1ccc(-n2c(SC(C)C(=O)Nc3ccc(NC(C)=O)cc3)nc3ccccc3c2=O)cc1OC (stereo not drawn)	-2	-1	1	-4	1	31	19	3	4
CC(C)Oc1ccc(C(=O)NC(C)(C)CO)cc1	-2	11	3	-2	-3	-5	-14	-6	-8
O=C(NCc1nnc(SCC(=O)N2CCOCC2)o1)c1c(F)cccc1Cl	-5	11	2	4	9	12	5	12	2
CCN1CCn2c3c(c4cc(Br)ccc42)CCCC31 (stereo not drawn)	13	10	-8	1	2	-2	2	1	-12
CCCN1CCN(CCCNC(=O)Cn2cc3c(n2)CCCC3)CC1	-8	4	-1	-4	-2	0	9	6	-5
CC(=O)Nc1sc(N/N=C/c2ccc(C)cc2)nc1-c1ccc(C)cc1	-1	-21	2	0	-6	13	-35	-16	-10
O=C(NC1CCN(S(=O)(=O)c2cccc(F)c2)CC1)c1ccc(F)cc1	7	6	-1	-1	-5	13	-34	8	-1
COc1ccc(N2C(=O)Cc3ccccc3C2=O)cc1	19	84*	-8	-1	-4	5	39	2	8
CC(C)C(c1nnnn1C1CCCC1)N1CCc2ccccc21 (stereo not drawn)	2	7	-1	0	-6	5	11	2	0
Cc1[nH]c2ccccc2c1[C@H]1[C@@H](CC#N)C1(C)C	2	23	0	-3	-1	6	10	12	6
CNC(=S)NN=C(C)c1ccc(OC)cc1O	/	-7	0	/	-8	-24	/	/	/
COC(=O)c1sc(NC(=S)NC(=O)c2ccc(F)cc2)nc1C	5	/	/	3	/	/	3	-16	4
COc1ccc(NC(=O)c2ccc(S(=O)(=O)N(C)c3ccccc3)cc2)cn1	3	24	2	-5	-1	21	-6	-5	-2
CCCCC(=O)NC(=S)Nc1ccccc1N1CCCCC1	-2	9	0	0	1	-4	0	8	-2
O=C1OC(COc2ccc(Br)cc2)CN1c1ccccc1 (stereo not drawn)	3	13	2	1	-1	-9	-17	2	-2
O=C(C(=NNc1ccccc1)c1ccccc1)c1ccccc1	/	18	1	/	0	10	/	/	/
CCCOc1ccccc1C(=O)Nc1ccc(S(=O)(=O)N2CCN(C)CC2)cc1	0	7	3	1	-9	-3	13	8	2
N#Cc1cc2c(nc1SCC(=O)N1CCCCC1)CCCCC2	-1	8	-3	1	-2	37	-8	2	-1
Cc1ccc(NCC(=O)N2CCN(S(=O)(=O)c3ccccc3)CC2)cc1F	1	9	2	5	-3	9	0	2	11
O=[N+]([O-])c1ccc(Oc2ccc(Oc3ccc(C(F)(F)F)cn3)cc2)nc1	6	24	-2	-2	-2	10	-13	-2	-1
O=C(O)c1ccc(/C=N/N2CCN(Cc3ccc(Cl)cc3)CC2)cc1	-13	6	0	-2	-3	4	-8	-6	-8
O=S(=O)(Nc1ccc(F)cc1)c1ccc(NS(=O)(=O)c2cccs2)cc1	-1	12	-1	0	-2	-3	-3	-11	4
COc1cccc(C(=O)NC2CCN(C(=O)N3c4ccccc4Sc4ccccc43)CC2)c1	-4	20	3	-4	13	-10	-2	14	1
Cc1[nH]c(=O)[nH]c(=S)c1C(=O)Nc1ccc(Cl)c(Cl)c1	3	10	-7	-3	-2	38	50	-1	32
CN(Cc1ccccc1)S(=O)(=O)c1ccc2[nH]c(=O)ccc2c1	3	-12	2	0	-2	-22	-14	-3	2
COC(=O)c1cccc(NC(=O)c2ccc(OC)c(Cl)c2)c1	8	12	0	-4	0	36	-13	-2	6
Cc1ccc(S(=O)(=O)N2CCCCC2)cc1NC(=O)C1CC(=O)N(Cc2ccco2)C1 (stereo not drawn)	-7	8	1	5	-1	-11	-8	-1	-18
CC(C)(C)NC(=O)CCSc1nnc(-c2ccco2)o1	-8	20	1	-2	-2	10	0	-14	-8
Cc1ccccc1-c1nc(C#N)c(N2CCCCC2)o1	6	-263	-6	-3	-2	-6	15	8	-3
COc1ccccc1C(=O)NNC(=O)c1ccncc1	3	2	2	1	-9	0	5	0	-3
COc1ccc(/C=C/C(=O)NC(=S)NNC(=O)c2cccnc2)cc1	1	1	2	-2	-21	-5	-23	6	-1
Cc1nc(NC(=O)C23CC4CC(CC(C4)C2)C3)sc1Cc1ccc2c(c1)OCO2	4	11	1	-5	-4	14	14	10	1
Oc1cccc(Oc2ncc(C(F)(F)F)cc2Cl)c1	-4	7	-2	-1	4	16	-12	-7	-10
CCC12CN3CC(CC)(CN(C1)C3c1c(O)ccc3ccccc13)C2=O (stereo not drawn)	/	6	-18	/	18	20	/	/	/
C=C1c2cc(C)ccc2NC(=O)N1c1ccccc1	-13	-34	-10	-4	0	-15	-8	-14	-8
Additional structures follow:
SMILES	SENP7 inh	SENP8 block-1	SENP1 inh	MIN6 prolif	HKDC1 inh	PfGluPho inh	SENP6 block	UBC13 polyUb	SENP8 block-2
COc1ccc(S(=O)(=O)Oc2cccc(/C=N/N=C3/NC(=O)C(CC(=O)O)S3)c2)cc1 (stereo not drawn)	-3	8	2	-5	-7	11	-18	-17	-4
Cc1ccc(NC(=O)CCC(=O)NNC(=O)c2ccco2)cc1C	5	10	-1	2	-11	3	-11	2	1
Cc1cccc(NCC(=O)N/N=C\c2c[nH]c3ccccc23)c1	2	18	1	3	-6	25	-6	9	6
CCc1nc(Nc2ccc(F)cc2)c2oc3ccccc3c2n1	6	-317	-23	-3	2	35	7	10	4
CCC(=O)OCC(=O)[C@@]1(OC(=O)CC)[C@@H](C)C[C@H]2[C@@H]3CCC4=CC(=O)C=C[C@]4(C)[C@@]3(Cl)[C@@H](O)C[C@@]21C	-11	-1	0	-4	2	27	-22	-21	-9
COCCN1Cc2cccc(C(=O)Nc3c(C)cccc3C)c2C1=O	-7	11	-1	-2	-3	-17	-8	-12	-11
Cc1ccc(S(=O)(=O)N2CCCOC2CNC(=O)C(=O)NC2CCCC2)cc1 (stereo not drawn)	3	-2	1	-4	-4	-2	0	-6	-7
Cc1cc(C)cc(-n2c(C)c3c(C)nnc(C)c3c2C)c1	0	-146	-16	0	-2	23	7	13	-8
CC1CN(C(=O)CCCN2C(=O)c3ccccc3C2=O)CC(C)O1 (stereo not drawn)	-12	11	1	0	2	-10	3	-5	-3
COC(=O)NNS(=O)(=O)c1ccc(C)cc1	-7	6	0	0	-6	0	-2	-5	-5
O=C(O)c1ccc2noc(-c3ccccc3)c2c1	1	-4	-3	1	2	6	5	-6	5
CCOC(=O)N1CCN(CCC(=O)Nc2cccc(C)c2)CC1	-5	10	-1	-3	-1	-22	-11	8	-4

Some entries already given, limited to SENP7 inh, PfGluPho inh and SENP8 block-1:
structure	SENP7 inh	PfGluPho inh	SENP8 block-1
Cc1ccc(S(=O)(=O)N2CCCOC2CNC(=O)C(=O)NC2CCCC2)cc1 (stereo not drawn)	3	-2	-2
Cc1cc(C)cc(-n2c(C)c3c(C)nnc(C)c3c2C)c1	0	23	-146
CC1CN(C(=O)CCCN2C(=O)c3ccccc3C2=O)CC(C)O1 (stereo not drawn)	-12	-10	11
COC(=O)NNS(=O)(=O)c1ccc(C)cc1	-7	0	6
O=C(O)c1ccc2noc(-c3ccccc3)c2c1	1	6	-4
CCOC(=O)N1CCN(CCC(=O)Nc2cccc(C)c2)CC1	-5	-22	10

Going on with the list:
SMILES	SENP7 inh	SENP8 block-1	SENP1 inh	MIN6 prolif	HKDC1 inh	PfGluPho inh	SENP6 block	UBC13 polyUb	SENP8 block-2
Cc1ccc2c(O)c(Cc3ccccc3)c(=O)[nH]c2n1	/	-33	2	/	3	2	/	/	/
CCOC(=O)c1c(C)[nH]c(C(=O)NNC(=O)c2ccccc2F)c1C	-12	-19	-10	1	-3	-8	2	-2	-16
Cc1c(C)n(Cc2ccccc2)c2ncnc(NCCO)c12	2	18	-1	4	3	1	-41	5	-1
O=C(c1ccc([N+](=O)[O-])cc1)N1CCSC1c1cccc(Cl)c1 (stereo not drawn)	-6	12	-1	-3	-8	-7	-8	-8	-5
O=S(=O)(NCc1ccco1)N1CCOCC1	-1	14	1	0	-5	-8	-14	-7	-2

Retrieved by structure from above:
SMILES	SENP7 inh	SENP8 block-1	SENP1 inh	MIN6 prolif	HKDC1 inh	PfGluPho inh	SENP6 block	UBC13 polyUb	SENP8 block-2
COC(=O)c1cccc(NC(=O)c2ccc(OC)c(Cl)c2)c1	8	12	0	-4	0	36	-13	-2	6
COCCN1Cc2cccc(C(=O)Nc3c(C)cccc3C)c2C1=O	-7	11	-1	-2	-3	-17	-8	-12	-11

Compound activity (PubChem BioAssay)
